TbREL1 primary: TbREL1 inhibition, primary screen; TbREL1 RNA ligation, FRET fluorescence; inhibition, % at 9.66 µM; P86926; 0.49% of 89,000 active;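 active = inhibition above the mean inhibition across all screened compounds plus 3 SD, cut at about 11% in these data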;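 also: 0% = plate median of test wells and 100% = NSC42067 control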
Target sequence (P86926 whole entry, looked up): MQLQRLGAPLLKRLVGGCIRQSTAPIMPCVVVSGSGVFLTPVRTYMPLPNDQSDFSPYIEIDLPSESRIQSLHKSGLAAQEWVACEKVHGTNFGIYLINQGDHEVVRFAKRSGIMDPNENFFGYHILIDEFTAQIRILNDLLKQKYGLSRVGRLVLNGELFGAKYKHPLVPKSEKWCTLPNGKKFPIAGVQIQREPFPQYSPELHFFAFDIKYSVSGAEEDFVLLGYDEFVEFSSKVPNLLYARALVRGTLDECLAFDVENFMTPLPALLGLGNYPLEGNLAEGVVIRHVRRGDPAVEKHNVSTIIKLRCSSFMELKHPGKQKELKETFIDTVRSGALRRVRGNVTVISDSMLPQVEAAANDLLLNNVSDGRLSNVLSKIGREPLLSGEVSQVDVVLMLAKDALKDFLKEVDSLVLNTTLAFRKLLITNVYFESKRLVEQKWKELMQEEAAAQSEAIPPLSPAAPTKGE
An asterisk follows results filed as active. Some of the compounds tested; count on the stated rates, not on these rows.

SMILES	TbREL1 primary
COc1ccc(CC(=O)OCC(=O)N2CCCc3ccccc32)cc1OC	-2
COc1ccc(-n2nc(C(=O)NCC(=O)NCc3ccco3)c3ccccc3c2=O)cc1Cl	-3
CCOc1cc(OCC)nc(S(C)(=O)=O)n1	1
O=C(CSc1nnc(Cc2cccs2)n1-c1ccc(Cl)cc1)Nc1ccc(OCc2ccccc2)cc1	-2
CSCCC(NC(=O)COc1ccccc1)C(=O)N1CCCCC1 (stereo not drawn)	-2
COc1cccc(NC(=O)CCC2CCN(Cc3nccs3)CC2)c1	-2
Cc1csc(/N=C/c2ccc([N+](=O)[O-])cc2)n1	1
CN(C)S(=O)(=O)c1ccc(N2CCCC2)c(C(=O)Nc2ccccc2)c1	0
CCOC(CNC(=O)Cn1nc(C)c2ccccc21)OCC	-5
Cc1ccc(C)c(CC(=O)N2CCCCC2c2cc(C(=O)Nc3ccc(F)c(Cl)c3)no2)c1 (stereo not drawn)	-1
Cn1c(=O)oc2cc(S(=O)(=O)Nc3cccc(F)c3)ccc21	1
O=S1(=O)CC(N2CCN(CCO)CC2)CN1Cc1cn(Cc2ccc(F)cc2)nn1 (stereo not drawn)	0
CC1CCN(C(=O)c2cc(-c3ccc4c(c3)OCO4)on2)CC1	3
CCOc1ccc(S(=O)(=O)N(CC(=O)N2CCC(C(N)=O)CC2)c2ccc(F)cc2)cc1	2
CC(C)c1ccc(S(=O)(=O)Nc2ccc(SC(F)F)cc2)cc1	6
O=C(C[C@H]1C/C=C\CC[C@H](Cc2ccc(F)cc2)C(=O)O[C@@H](c2ccccc2)CNC1=O)N[C@@H](CO)Cc1ccccc1	0
CC(=O)NCC(=O)OCC(=O)Nc1nc(-c2ccccc2)cs1	-1
O=C(COc1ccccc1-c1ccccc1)c1ccccc1	0
O=S(=O)(Nc1ccc(N2CCOCC2)cc1)c1cccs1	-1
C=CCC1(/C=N/O)CCOC(C)(C)C1 (stereo not drawn)	2
CCO[C@H]1OC(C(=O)O)=C[C@@H](c2csc3ccccc23)[C@@H]1CCCO	1
CC(C)CNC(=O)OCc1cn(Cc2cccc(C(F)(F)F)c2)nn1	-2
COc1ccc(-c2csc(NC(=O)CN3C(=O)CCC3=O)n2)cc1	4
CCCCOc1ncnc2c1[nH]c1ccc(OC)cc12	2
CS(=O)(=O)N(CC(=O)Nc1ccc2c(c1)OCCO2)c1ccc2c(c1)OCO2	1

Nothing new here: an excerpt of the list.
SMILES	TbREL1 primary
COc1ccc(-n2nc(C(=O)NCC(=O)NCc3ccco3)c3ccccc3c2=O)cc1Cl	-3
CCOc1cc(OCC)nc(S(C)(=O)=O)n1	1
O=C(CSc1nnc(Cc2cccs2)n1-c1ccc(Cl)cc1)Nc1ccc(OCc2ccccc2)cc1	-2

6 entries from above, as a markdown table:
| SMILES | TbREL1 primary |
| --- | --- |
| COc1ccc(-n2nc(C(=O)NCC(=O)NCc3ccco3)c3ccccc3c2=O)cc1Cl | -3 |
| COc1cccc(NC(=O)CCC2CCN(Cc3nccs3)CC2)c1 | -2 |
| CCOC(CNC(=O)Cn1nc(C)c2ccccc21)OCC | -5 |
| C=CCC1(/C=N/O)CCOC(C)(C)C1 (stereo not drawn) | 2 |
| Cn1c(=O)oc2cc(S(=O)(=O)Nc3cccc(F)c3)ccc21 | 1 |
| CSCCC(NC(=O)COc1ccccc1)C(=O)N1CCCCC1 (stereo not drawn) | -2 |

Next part
SMILES	TbREL1 primary
CN1C(=O)S/C(=C/c2ccc(OCc3cccc(C(=O)O)c3)cc2)C1=O	-1
CCOC(=O)c1cnc(-n2nc(C)cc2C)nc1Nc1cccc(C(C)=O)c1	2
CCCCCc1nnc(NC(=O)C2=COCCO2)s1	-4
COc1cccc(NC(=O)Nc2nnc(N3CCCCC3C)s2)c1 (stereo not drawn)	0
CCCc1cc(=O)[nH]c(SCC(=O)N2CCCc3ccccc32)n1	5
COc1ccccc1CN1CC(C(=O)N(C)CCCn2nc(C)cc2C)CCC1=O (stereo not drawn)	1
CS(=O)(=O)c1ccc(-c2nnc(NC(=O)c3ccco3)o2)cc1	4
CC(=O)C1=C(C)OC(N)=C(C#N)C1c1ccco1 (stereo not drawn)	-1
COc1ccc(C(C)NC(=S)NC2CCCC2)cc1OC (stereo not drawn)	-5
CCc1cc(=O)n2[nH]c(-c3ccccc3)c(-c3ccccc3)c2n1	-3
O=C(CC1C(=O)NC2CCCCC2N1C(=O)c1ccc([N+](=O)[O-])cc1)Nc1ccccc1 (stereo not drawn)	-1
Cc1cccc(S(=O)(=O)NC(=O)C2(C)CCN2C(=O)c2ccc(C3CCCCC3)cc2)c1 (stereo not drawn)	-1
CCOC(=O)Nc1oc2ccccc2c(=O)c1CN1CCOCC1	-2
CC(C)C(=O)Nc1cccc(-c2cn3ccccc3n2)c1	-1
N#CC(c1ccccc1)c1cccc(Cl)n1 (stereo not drawn)	3
Cc1cc(C)n2nc(C(=O)Nc3cccnc3)nc2n1	5
COc1ccc(C)cc1NC(=O)NC1CCCc2ccccc21 (stereo not drawn)	0
COCCNC(=O)CN(Cc1ccc(OC)cc1)C(=O)CCC(=O)Nc1nccs1	1
O=C(CSc1ncccn1)Nc1cccc(S(=O)(=O)N2CCOCC2)c1	-1
Cc1cccc(CN2CCCC(C(=O)N3CCc4ccccc4C3)C2)c1 (stereo not drawn)	4
O=C(N/N=C/c1ccc(O)cc1)c1cc(C2CC2)[nH]n1	4
CCOC(=O)N1CCC(N2CCN(S(=O)(=O)c3ccc(C)cc3)CC2)CC1	3
Cc1[nH]nc2c1C1(C(=O)Nc3ccc([N+](=O)[O-])cc31)C(C#N)=C(N)O2 (stereo not drawn)	2
CC(=O)CCc1oc2c([N+](=O)[O-])cccc2c1-c1ccc(C)o1	2
CC(C)CNC(=O)NC(=O)COc1ncnc2sccc12	8

(more compounds)
SMILES	TbREL1 primary
S=C(Nc1ccccc1)OCCN1CCCC12CCC(c1ccccc1)CC2 (stereo not drawn)	-2
O=C(CSc1ncnc2c1cnn2-c1ccc(F)cc1)NC1CCCC1	-4
Cc1cc(C(C)(C)C)cc(C)c1COC(=O)c1cccnc1	2
O=C(O)c1ccc2c(c1)C(=O)N(Cc1ccco1)C2=O	4
CCc1nc(SCC(=O)NNC(=O)C(C)C)c2ccccc2n1	4
CCC(C(=O)NC1CCCCC1)N(Cc1cccs1)C(=O)CCC(=O)Nc1cc(C)on1 (stereo not drawn)	-4
CC(C)c1ccccc1OCC(=O)Nc1ccc2[nH]ncc2c1	3
O=C(Nc1c(C(=O)NCc2ccco2)cnn1-c1ccccc1)c1cccc(F)c1	-2
COc1ccccc1-c1sc2ccccc2c1-c1ccc2c(c1)OCO2	1
CNc1nc2ccccc2n(C)c1=O	-1
COc1ccc(-n2c(Cc3cccn3C)nnc2SCC(=O)NC2CCCC2)cc1	-5
CCn1c(SCC(=O)Nc2ccc(NC(=O)c3ccco3)cc2)nnc1-c1cccs1	4
COC(=O)CN1C(=O)COc2ccc(Cl)cc21	0
CCOC(=O)c1ccc(NC(=O)C(CC)CC)cc1	1
O=C(NCc1ccco1)C1CCN(c2nc3ccccc3n2Cc2ccccc2F)CC1	-2
CCOC(=O)C1=NNC(C(=O)c2ccccc2)C1c1ccc(C)cc1 (stereo not drawn)	0
COC(=O)C1=C(C)N(Cc2ccc(Cl)cc2)C(=S)NC1c1ccc(Br)cc1 (stereo not drawn)	-3
O=C(CSc1nc2ccccc2s1)NCc1cc([N+](=O)[O-])ccc1O	-1
COc1cccc(C(c2c(O)nc(SC)n(C)c2=O)c2c(O)nc(SC)n(C)c2=O)c1	1
Cc1ccc2c(c1)NC(=O)C(CC(=O)NCc1cccnc1)O2 (stereo not drawn)	1
COc1cccc(NC(=O)Nc2nnc(N3C(C)CCCC3C)s2)c1 (stereo not drawn)	2
COc1cc(/C=N\NC(=O)c2ccc(=O)[nH]n2)cc(OC)c1OC	1
O=C(CSc1cccc[n+]1[O-])N1CCc2ccccc21	2
Cc1cc(C(F)(F)F)n2ncc(-c3cccc(Br)c3)c2n1	1
CN(CC(=O)Nc1ccc(F)cc1)C(=O)c1cc2c(s1)CCCCC2	-1

(further entries)
SMILES	TbREL1 primary
O=C(Cn1c(=O)[nH]c2ccsc2c1=O)NC1CCCCC1	1
C#CCN(C[C@H]1[C@H](OC(=O)Nc2cccs2)[C@H](OC(=O)Nc2cccs2)C[C@H]2C(=O)N(c3ccccc3)C(=O)[C@@H]12)S(=O)(=O)c1ccc(C)cc1	-3
Cc1ccc(-n2ncc3c2CCCC3NC(=O)CCCN2CCCC2=O)cc1C (stereo not drawn)	1
CN(C)[C@H]1CCN(c2cccc3c2S(=O)(=O)N(C2CC2)CCCO3)C1	-1
CN1CCC[C@@H]1CCNC(=O)c1c(-c2ccc3c(c2)OCO3)noc1-c1ccsc1	1
COc1ccc(COCC(O)CN2CCN(S(=O)(=O)c3ccc(C(C)C)cc3)CC2)cc1 (stereo not drawn)	-1
O=C(NCCO)C1COc2ccccc2O1 (stereo not drawn)	4
COc1ccc(C(=O)C(Cc2cc(C(C)=O)ccc2OC)N2CCCC2)cc1 (stereo not drawn)	9
CC1=C(C(=O)Nc2ccccn2)C(c2ccc3c(c2)OCO3)C2=C(CC(C)(C)CC2=O)N1 (stereo not drawn)	-2
COc1ccc(-c2csc(NC(=O)c3ccccc3NS(=O)(=O)c3ccc(C)cc3)n2)cc1	-1
O=C(O)C1CC=CCC1C(=O)NCc1ccc2c(c1)OCO2 (stereo not drawn)	3
Cc1ccc(-c2cc(C(=O)Nc3nn[nH]n3)c3ccccc3n2)c(C)c1	4
CC1(C)Cc2c(cnn2-c2cccc(F)c2)C(NC(=O)c2csnn2)C1 (stereo not drawn)	2
Cc1ccc(C(=O)Nc2ccc3c(c2)CCC3)o1	2
COc1ccc(S(N)(=O)=O)cc1C(=O)OCC(=O)N1CC(=O)Nc2ccccc21	-1
C#CCNC(=O)C1=C[C@H](c2ccc3c(c2)OCO3)C[C@H](OCCCCO)O1	-2
CC(C)C[C@@H](CN1CCC[C@@H]1CN1C(=S)NC[C@@H]1Cc1ccccc1)N1C[C@H](Cc2ccc(O)cc2)N(CC2CCCCCC2)C1=S	-2
O=C1C(C=NCCCN2CCOCC2)=C(O)c2ccccc21	-2
Cc1ccccc1-c1ccc(CN2C(C)C(=O)N(Cc3cn(Cc4ccco4)nn3)CCS2(=O)=O)cc1 (stereo not drawn)	-1
CC(C)NC(=O)/C(C#N)=C/c1cccc(NC(=O)c2ccccc2Cl)c1	-1
O=C(CSc1nc(O)c(C2CCCCC2)c(=O)[nH]1)Nc1ccc(Cl)cc1	-4
O=C(Nc1ccc2c(c1)OCCO2)C1CCCN(S(=O)(=O)c2cccnc2)C1 (stereo not drawn)	0
Cc1ccc(NC(=O)CN(C)C(=O)/C=C/c2ccc3c(c2)OCO3)cc1	-2
CCN1C(=O)[C@H]2[C@@H](c3ccc(-c4ccc(C(C)=O)cc4)c(OC)c3)N[C@@](Cc3ccccc3)(C(=O)OC)[C@H]2C1=O	-1
COC(=O)C1=C[C@@H](C(=O)OC)C2C3=C(C(=O)C24CCCCC4)[C@H](C)n2c(=O)n(C)c(=O)n2[C@@H]3C1 (stereo partly drawn)	-3

Ordered by molecular weight (descending): 3 of the compounds above.
SMILES	TbREL1 primary
COc1ccc(S(N)(=O)=O)cc1C(=O)OCC(=O)N1CC(=O)Nc2ccccc21	-1
CCc1cc(=O)n2[nH]c(-c3ccccc3)c(-c3ccccc3)c2n1	-3
CCCCOc1ncnc2c1[nH]c1ccc(OC)cc12	2

(more compounds)
SMILES	TbREL1 primary
CCCCN(C)C(=O)c1sc(=O)n(CC(=O)c2ccccc2OC)c1C	0
COc1cccc(NC(=O)Nc2ccc(CC(=O)O)cc2)c1	7
COc1ccc(C(=O)Nc2ccc(N3CCCCCC3)cc2)cc1S(=O)(=O)N1CCOCC1	-9
COc1ccc(CN([C@H](C)CO)S(=O)(=O)N(Cc2ccccc2)[C@H](CO)C(C)C)cc1	0
CCCOc1ccccc1Cn1c(=O)oc2ccc(C)cc21	3
CCCN1CCCCC(NC(=O)COCc2ccccc2)C1=O (stereo not drawn)	1
CCN(CC)C(=O)O[C@H]1CC[C@@]23CCCN2C(=O)CCC[C@H]3[C@H]1C	-2
O=C(C(=O)N1CCN(c2cccc(Cl)c2)CC1)N1CCCCC1	0
O=C(NCc1ccc(F)cc1)c1cc(-c2ccncc2)nc2ccccc12	6
O=C(NCc1ccco1)C1CC(O)CN1C(=O)Nc1ccccc1 (stereo not drawn)	1
O=S1(=O)c2c(cccc2N2CC[C@@H](O)C2)O[C@H]2CCN1C2	-1
O=C(COC(=O)C1COc2ccccc2O1)c1ccc(F)cc1 (stereo not drawn)	-1
CCCCCn1c(=O)[nH]c2cc(C(=O)O)ccc2c1=O	2
Cc1cc(Cl)ccc1OC(C)C(=O)OCC(=O)Nc1ccc2[nH]c(=O)[nH]c2c1 (stereo not drawn)	3
CC1(C(=O)Nc2ccc3c(c2)OCCO3)CCN1C(=O)Cc1cc(F)ccc1F (stereo not drawn)	-1
Cc1[nH]nc(-c2ccc(OCc3cnn(-c4ccccc4)c3)cc2O)c1Oc1ccc(F)cc1	1
CSc1nccc(-c2nn(-c3ccc(C)cc3)ccc2=O)n1	1
N#Cc1cccc(NS(=O)(=O)c2ccccc2Cl)c1	1
CCN(CC)CCn1c2c(c(SCC(=O)Nc3ccc(F)c(F)c3)nc1=O)CCC2	-1
COC(=O)c1ccc(N2C(=O)CC(Sc3n[nH]c(C)n3)C2=O)cc1 (stereo not drawn)	3
Cc1ccc(CN2CCNC(=O)C2CC(=O)NCc2cc(C)n(C)n2)cc1 (stereo not drawn)	-2
O=C(O)CC1(CC(=O)Nc2ccc(Oc3cccc(C(F)(F)F)c3)nc2)CCCC1	-1
NCCCCCNC(=O)c1[nH]cnc1C(=O)N[C@@H](Cc1ccccc1)C(=O)OCc1ccccc1	5

Compound activity deposited in PubChem by The Scripps Research Institute Molecular Screening Center.
